ADAM10 inh – human ADAM10 inhibitors, primary screen, biochemical, QFRET, HTS; inhibition, % at 7 µM; 370,000 compounds, 0.62% hits; AID 720582, 2013; recombinant ADAM10, EDANS/DABCYL FRET peptide cleavage, 3 h; Disintegrin and metalloproteinase domain-containing protein 10 (Homo sapiens), O14672;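 active = inhibition above a per-campaign cutoff equal to the mean of compounds falling between control-based bounds plus 3 SD, cut at about 20% in these data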;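 also: 0% = DMSO wells while the 100% control is not disclosed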
PLCg1 inh – PLC-gamma1 enzyme inhibitors, primary screen, biochemical, fluorescence, purified enzyme. 1-phosphatidylinositol 4,5-bisphosphate phosphodiesterase gamma-1 (Homo sapiens), P19174. fluorogenic substrate. inhibition, % at 12.2 µM. 370,000 compounds, 0.84% hits; in the data active = inhibition above about 9.5%
ADAM17 inh – ADAM17 inhibitors, primary screen, biochemical, QFRET | Disintegrin and metalloproteinase domain-containing protein 17 (Homo sapiens), P78536 | 370,000 compounds, 0.83% hits | recombinant ADAM17, EDANS/DABCYL FRET peptide cleavage | inhibition, % at 6.95 µM;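 active = inhibition above the mean of compounds lying between control limits plus 3 SD, set per campaign, cut at about 8.5% in these data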;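 also: 0% = DMSO-only wells as the low control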
Tn7 DDE FP – inhibitors of Tn7 peptide binding to fibrin DD(E), primary screen, biochemical, fluorescence polarization, human fibrin, Tn7 probe; Fibrinogen beta chain (Homo sapiens), P02675; FP displacement of FITC-Tn7 peptide from fibrin DD(E); 0% = median of compound wells per plate; inhibition, % at 8.3 µM; 370,000 compounds, 0.13% hits;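 active = inhibition above the mean of compounds falling within the control limits plus 3 SD of them, cut at about 14% in these data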;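 also: 0% = plate median of compound wells and 100% = 10 µM Aha-Tn7 peptide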
Target sequence (P02675 whole entry, looked up): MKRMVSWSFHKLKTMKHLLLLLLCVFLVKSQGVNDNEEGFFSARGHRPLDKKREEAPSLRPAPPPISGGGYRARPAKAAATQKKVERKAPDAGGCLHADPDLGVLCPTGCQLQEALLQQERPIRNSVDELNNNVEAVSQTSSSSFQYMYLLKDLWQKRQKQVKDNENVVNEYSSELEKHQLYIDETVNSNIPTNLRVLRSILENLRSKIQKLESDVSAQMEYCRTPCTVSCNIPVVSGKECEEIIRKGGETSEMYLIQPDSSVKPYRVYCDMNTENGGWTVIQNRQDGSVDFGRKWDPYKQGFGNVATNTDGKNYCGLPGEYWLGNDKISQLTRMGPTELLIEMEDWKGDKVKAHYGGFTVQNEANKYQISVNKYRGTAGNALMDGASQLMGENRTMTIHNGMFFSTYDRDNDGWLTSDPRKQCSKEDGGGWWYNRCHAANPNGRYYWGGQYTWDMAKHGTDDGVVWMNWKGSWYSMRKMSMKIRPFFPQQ
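assay system = human clot-derived fibrin DD(E) complex | quantity = Fibrin-DD(E) at 2 µM final | timing = 10 min preincubation, 3 h with tracer, room temperature | signal = fluorescence polarization | measure = percent inhibition | benchmarks = high control wells with 10 µM unlabelled Aha-Tn7 peptide (full inhibition) | replicates = singlicate testing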
ASAP1 inh – inhibitors of human ASAP1 ArfGAP activity, primary screen, biochemical, fluorescence polarization. 360,000 compounds, 0.19% hits. inhibition, % at 16.5 µM. AID 624377, 2012. ASAP1-stimulated ARF1 GTP hydrolysis, GDP FP detection; in the data active = inhibition above about 25%;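 also: 0% = vehicle with enzyme and substrate and 100% = no enzyme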
TDP2 absorb – human TDP2 enzyme inhibitors, primary screen, biochemical, epi absorbance, recombinant enzyme; Tyrosyl-DNA phosphodiesterase 2 (Homo sapiens), O95551; T5PNP hydrolysis, p-nitrophenol absorbance 415 nm; inhibition, % at 12.8 µM; 370,000 compounds, 0.34% hits;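 active = inhibition above the mean of all tested compounds plus 3 SD, set per campaign, cut at about 25% in these data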;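 also: 0% = DMSO with enzyme and 100% = buffer with substrate but no TDP2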
Target sequence (O95551 whole entry, looked up): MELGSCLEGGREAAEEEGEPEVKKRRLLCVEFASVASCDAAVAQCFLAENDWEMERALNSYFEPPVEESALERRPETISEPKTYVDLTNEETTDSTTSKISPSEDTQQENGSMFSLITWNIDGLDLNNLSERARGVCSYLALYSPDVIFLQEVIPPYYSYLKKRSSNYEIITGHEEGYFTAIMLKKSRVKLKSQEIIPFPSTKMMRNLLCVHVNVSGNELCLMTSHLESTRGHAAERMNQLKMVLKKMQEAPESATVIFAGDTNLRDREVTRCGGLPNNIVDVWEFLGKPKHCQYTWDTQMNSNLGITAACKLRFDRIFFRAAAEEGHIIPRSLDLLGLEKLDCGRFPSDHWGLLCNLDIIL
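test system = human TDP2 enzyme | input = TDP2 enzyme at 120 nM final | medium = 50 mM Tris-HCl pH 7.5 with Mg2+, KCl, DTT, BSA | also added = T5PNP substrate, 5 mM | times = 2 h at 37 °C | technique = epi absorbance | benchmarks = high control without enzyme, low control DMSO plus TDP2 | replication = each compound tested once, singlicate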
Tn6 DDE FP – inhibitors of Tn6 peptide binding to fibrin DD(E), primary screen, biochemical, fluorescence polarization, human fibrin, Tn6 probe | Fibrinogen beta chain (Homo sapiens), P02675 | 370,000 compounds, 0.21% hits | Fibrin DD(E) TRITC-Tn6 fluorescence polarization displacement | inhibition, % at 8.3 µM;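 active = inhibition above a per-campaign cutoff: mean of compounds within control limits plus 3 SD, cut at about 15% in these data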;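 also: 0% = median of all compound wells on the plate and 100% = blocking peptide control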
proKLK7 act – proKLK7 zymogen activators, primary screen, biochemical, fluorescence intensity; Kallikrein-7 (Homo sapiens), P49862; purified proKLK7, EDANS-DABCYL substrate fluorescence; 100% is mature enzyme control, 0% vehicle; activation, % at 7 µM; 370,000 compounds, 0.9% hits; AID 652039, 2013;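 active = activation above the mean of all tested compounds plus 3 SD, computed per campaign excluding outliers beyond control limits, cut at about 13% in these data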
ARFGAP1 inhibitor – inhibitors of rat ARFGAP1 GAP activity, primary screen, biochemical, fluorescence polarization, GDP tracer | ADP-ribosylation factor GTPase-activating protein 1 (Rattus norvegicus), Q62848 | AID 651572, 2012 | 360,000 compounds, 0.26% hits | inhibition, % at 16.5 µM | Arfgap1-stimulated ARF1 GTP hydrolysis, GDP FP detection;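 active = inhibition above a per-plate limit, mean inhibition of low control wells plus 3 SD, cut at about 25% in these data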;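 also: 0% = DMSO wells with enzyme and 100% = wells lacking Arfgap1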
Target sequence (Q62848 1-136 limits assumed): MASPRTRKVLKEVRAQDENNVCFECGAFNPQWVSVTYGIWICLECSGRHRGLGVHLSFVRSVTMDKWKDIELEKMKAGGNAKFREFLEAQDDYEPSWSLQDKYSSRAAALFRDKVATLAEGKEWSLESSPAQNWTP
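Replicates: Single well per compound | Assay system: Truncated rat Arfgap1 GAP domain | Control set: No-Arfgap1 wells (100%) versus DMSO full-reaction wells (0%) | Times: Enzyme reaction 120 min at 25 °C after 20 min preincubation | Reagent: Human ARF1(Δ1-17)-GTP substrate | Measured by: Tracer-displacement fluorescence polarization with EDTA stop, 620/688 nm | Measure: Percent inhibition of Arfgap1-stimulated GTP hydrolysis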
LEDGF integ inh – blockers of LEDGF/p75-dependent integrase strand transfer – biochemical, TR-FRET, high throughput, primary screen | HIV-1 integrase (with human LEDGF/p75) | TR-FRET IN-LEDGF/p75 DNA integration, Eu/Cy5 | inhibition, % at 3.7 µM | 370,000 compounds, 0.64% hits;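 active = inhibition above the screen-wide mean plus 3 SD, cut at about 13% in these data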;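 also: signal is the Cy5 over europium emission ratio at 671 and 618 nm; 0% = plate median of compound wells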
* hit, by the source's call.

SMILES	ADAM10 inh	PLCg1 inh	ADAM17 inh	Tn7 DDE FP	ASAP1 inh	TDP2 absorb	Tn6 DDE FP	proKLK7 act	ARFGAP1 inhibitor	LEDGF integ inh
CC1(C)C[C@H]2C3=CCC4[C@@]5(C)CC[C@H](O)[C@](C)(CO)C5CC[C@@]4(C)[C@]3(C)C[C@@H](O)[C@@]2(CO)[C@@H](O)[C@@H]1O (some centres undefined)	-5	1	2	-4	-6	-1	-7	-0.2	16	2
C[C@H]1CN([C@@H](C)CO)C(=O)CCCn2nncc2CO[C@@H]1CN(C)C(=O)NC1CCCCC1	-2	-1	-8	-2	14	5	-1	-0.1	-1	-3
CCCCc1nnc(NC(=O)C=C(C)C)s1	-3	1	-3	5	7	-2	0	0.0	-11	3
Cc1ccccc1NC(=O)c1cccc(S(=O)(=O)N2CCCCC2)c1	4	2	1	-1	4	-7	-6	-0.3	-15	5
CN(C)c1ccnc2sc(C(=O)c3ccccc3)c(N)c12	7	-29	-2	-3	-4	-8	-4	-0.2	-7	-1
O=C(O)c1cc([N+](=O)[O-])ccc1Oc1ccccc1	-13	4	3	-4	13	-2	-1	0.1	2	-5
CCNS(=O)(=O)c1ccc(NC(=O)Nc2ccccc2OC)cc1	1	-1	-2	-5	11	1	-1	-1.3	10	6
CC(=O)c1cccc(NC(=O)c2ccc(S(=O)(=O)N3CCCCC3)cc2)c1	7	1	-3	-3	-19	10	-4	0.7	-12	2
O=C(Nc1ccc(S(=O)(=O)N2CCOCC2)cc1)c1cccc([N+](=O)[O-])c1	6	-3	-5	-4	9	0	2	-0.2	-3	-5
COc1ccc2[nH]cc(CCNC(=O)Cc3ccc(Cl)cc3)c2c1	6	-2	0	0	3	1	-7	0.3	-4	2
CC(=O)NC1=NN(C(C)=O)C(C)(CCS(=O)(=O)c2ccc(Cl)c(Cl)c2)S1 (centres undefined)	-1	1	0	-2	9	-5	-3	0.6	-4	1
CCCN(CCC)CCCNC(=O)CS(=O)Cc1nc(-c2ccc(OC)c(OC)c2)oc1C (centres undefined)	-1	0	-3	-4	9	1	-6	0.8	9	-2
O=C1NCCn2nc3ccccc3c21	-60	0	-11	0	12	-3	6	0.8	1	1
Cn1c(SCC(=O)Nc2ccc(N3CCOCC3)cc2)nnc1C(F)(F)F	-5	3	2	-10	7	-1	5	0.2	-8	1
CCc1ccc(N2CC(C(=O)Nc3ccc4c(c3)OCCO4)CC2=O)cc1 (centres undefined)	4	-2	0	-4	-5	-9	0	-0.4	-10	5
Cc1nc2nc(-c3cccnc3)[nH]n2c(=O)c1C	-1	2	2	-1	4	-11	-3	0.1	6	0
CCOC(=O)C1=C(COC(=O)/C=C/c2ccc(OC)c(OC)c2)NC(=O)NC1C (centres undefined)	-168	-85	-47	-1	1	7	0	0.5	-8	-2
O=C(O)CC/C(=N\NC(=O)CNC(=O)c1ccc(F)cc1)c1ccccc1	3	1	-3	-7	15	-4	3	0.0	-10	1
COCCOC(=O)C1=C(C)NC2=C(C(=O)CC(C)(C)C2)C1c1ccc(N(C)C)cc1 (centres undefined)	-28	-24	-5	5	-1	-2	-1	0.9	-2	3
O=C(O)C1CC=CCC1C(=O)Nc1ccccc1C(=O)N1CCN(c2ccc(F)cc2)CC1 (centres undefined)	-14	4	-7	6	-2	9	2	0.0	-6	-7
Cc1ccc(OCC(=O)NC2CCCc3ccccc32)c(C)c1 (centres undefined)	1	3	0	-2	0	-2	1	-0.2	10	3
CCOc1ccccc1N	-1	-1	1	-1	-19	6	-3	0.6	1	-4
Cc1ccc(S(=O)(=O)N2CCN(c3ncnc4scc(-c5ccccc5)c34)CC2)cc1	-10	2	-1	3	-10	1	-1	-0.7	14	-8
Cc1nn(-c2ccccc2)nc1C(=O)Nc1ccc2c(c1)OCCO2	4	-23	1	6	1	3	-1	0.2	4	-3
Cc1c(N2C(=O)c3cccc4cccc(c34)C2=O)c(=O)n(-c2ccccc2)n1C	9	9.8*	5	2	14	-11	-5	-0.8	0	-8
COc1ccc(/C(O)=C2/C(=O)C(=O)N(CCN(C)C)C2c2ccccn2)cc1OC (centres undefined)	0	-1	1	4	-13	-18	-1	-0.6	-9	2
Cn1cc(Br)c(-c2cccc(N3C(=O)CC(C)(C)CC3=O)c2)n1	-2	-1	-6	11	5	2	-1	-0.3	8	1
O=C1c2ccccc2C(=O)c2[nH]cnc21	2	0	-1	4	3	1	-2	0.3	1	1
Cc1cccc(OCC(=O)OC2CCN(C)CC2)c1	6	3	0	-8	-4	-6	-2	-0.1	26*	3
O=C(CCc1nc2sc3c(c2c(=O)[nH]1)CCCC3)N1CCN(c2ccccc2)CC1	-13	-5	-4	7	-3	-4	1	0.6	5	-3
C[C@@H]1CC[C@@]2(OC1)O[C@H]1C[C@H]3[C@@H]4CC=C5C[C@@H](O)[C@H](O)C[C@]5(C)C4CC[C@]3(C)[C@H]1[C@@H]2C (some centres undefined)	2	3	1	-4	5	10	2	0.7	-5	0
CCc1ccccc1NC(=O)c1ccc(S(=O)(=O)N2CCCC2)cc1	-10	1	-1	-7	5	2	-1	-0.1	-2	-3
O=C(NCCCCc1ccccc1)C1CC(c2cccc(F)c2)=NO1 (centres undefined)	3	3	2	-4	10	1	4	0.1	4	-2
Cc1csc2c(NCCCN3CCOCC3)ncnc12	14	13*	-1	-9	-3	-21	-10	-0.6	1	5
C=C(C)C1Cc2c(C)nn(-c3cccc4cccnc34)c2C1 (centres undefined)	-2	-1	-2	3	13	5	-4	-0.6	-9	0
Cc1ccc(S(=O)(=O)n2nc(OC(=O)C3CCCCC3)cc2N)cc1	-4	0	-5	-2	13	-7	0	0.7	11	-1
O=C(NCc1ccccc1)c1cc(C2CCCN(C(=O)c3cccs3)C2)on1 (centres undefined)	1	-1	-5	5	-7	2	-4	-0.3	2	0
Cc1ccc(OCC(=O)Nc2ccc(N3CCCC3)cc2)cc1C	14	-4	8	-8	23	-14	-6	0.2	18	-5
C[C@H](NS(=O)(=O)c1ccc(Cl)cc1)C(=O)OCC(=O)Nc1cc(S(=O)(=O)N2CCOCC2)ccc1Cl	-14	4	-1	-5	-2	2	2	-0.5	11	-4
Cc1ccc2c(CNCc3ccco3)cc(=O)oc2c1	4	-6	-3	5	11	0	0	0.2	-4	-2
COc1ccccc1Oc1ccc2c(c1)C(=O)N(c1cccc(O)c1)C2=O	0	0	0	3	-7	5	4	-0.1	0	-5
Cc1ccc(S(=O)(=O)n2nc(C)c(S(=O)(=O)N3CCCCC3)c2C)cc1	4	-2	-4	2	-2	15	0	-0.7	-6	-2
CCCN1C2=NCCN2c2cc(C)c(C)cc21	1	1	0	5	-3	-2	-2	0.5	4	-2
Cc1nc2cc(NCc3cccs3)ccc2n1C	-16	-32	-11	1	-1	-19	-6	0.5	1	-3
O=C(Nc1cccc(Cl)c1)c1ccc2sc([C@H]3C[C@H](O)[C@@H](CO)O3)nc2c1	-1	-2	3	6	4	-1	2	-0.3	-6	-1
C(=NN1CCCCCC1)c1ccccc1	-4	3	2	-2	6	-5	1	-0.3	6	0
CCc1ccc(C(=O)C(C)OC(=O)Cn2cnc3c2c(=O)n(C)c(=O)n3C)cc1 (centres undefined)	1	5	2	2	-5	-14	2	-1.1	0	5
CCOC(=O)c1cnc(Nc2nc3ccccc3o2)nc1CSc1nnc(C)s1	0	-1	0	-2	-5	-5	7	-0.3	5	-2
Cc1ccc(/C=C/C(=O)NCc2ccc(S(N)(=O)=O)cc2)o1	-16	-15	-6	5	-6	-1	-2	-0.1	0	0
COc1cc(OC)cc(C(=O)N[C@H](C(=O)Nc2ccc(S(=O)(=O)N(C)C)cc2)C(C)C)c1	-1	-2	-2	2	12	2	-2	0.4	-1	2
COc1cccc(N2CC(C(=O)Nc3nnc(SCC(=O)N4CCOCC4)s3)CC2=O)c1 (centres undefined)	-2	-4	-1	8	-1	-2	5	0.1	-12	-2
Cc1ccc(Cl)cc1N1CCN(C(=O)CN2C(=O)c3cccc4cccc2c34)CC1	-4	-54	-2	5	-1	0	-3	-0.2	-2	0
CC(C)(C)OC(=O)N1CCN(C(=O)c2[nH]cnc2C(=O)Nc2cccc(Cl)c2)CC1	2	9.7*	-2	1	-6	-9	-2	0.0	3	-5
CCOC(=O)Cc1csc(NC(=O)CN2CCN(c3ccccc3)CC2)n1	3	6	2	-5	11	-6	1	-0.4	13	1
CN(CC(=O)Nc1c(Cl)cccc1Cl)C(=O)c1ccc(-n2cncn2)c([N+](=O)[O-])c1	0	-1	-4	2	-14	1	1	0.1	-15	-1
COc1ccc2nc(SCC(=O)NC3(C#N)CCCCC3)[nH]c2c1	4	1	1	6	9	-7	8	0.2	6	6
CC(NC(=O)c1c(N)[nH]c(C(=O)c2ccc(Cl)cc2)c1-c1ccc(Br)cc1)c1cccc2ccccc12 (centres undefined)	-9	-4	-5	5	-7	10	-2	0.3	-2	0
C/C=C(\C)C(=O)NCCN1C2=NC[C@@H](Cc3ccccc3)N2C[C@@H]1Cc1ccc(OC)cc1	-6	0	-2	-2	-2	6	7	0.0	-2	-2
Cc1nnc(SCCn2c(N3CCN(Cc4ccccc4)CC3)nc3c2c(=O)[nH]c(=O)n3C)s1	4	1	-4	0	6	-6	3	0.1	11	-2
